High-throughput results: PubChem, Broad Institute
ERp5 inh: inhibitors of human ERp5 | 350,000 compounds, 0.05% hits | Q15084 | inhibition, % at 9.99 µM | AID 651711 | ERp5 insulin aggregation, absorbance 650 nm, 90 min;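 active = mean replicate inhibition above about 25%, with every replicate also reaching it, limit read from the data, passing the limit was not always enough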
E-sel inducer: induces E-selectin expression in human endothelial cells; AID 686992; 260,000 compounds, 0.37% hits; activation, % at 7.58 µM; P16581; HUVEC E-selectin immunofluorescence imaging; normalized: neutral wells 0, TNF-alpha wells 100;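 active = mean E-selectin-positive cell signal at least 10% of the positive control, reached in at least 60% of replicates, without over 20% cell loss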;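 also: in these data hits start at about 27%; measured in HUVEC primary endothelial cells; signal is the percent of cells scored E-selectin positive by PE staining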
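Test system: HUVEC; input: 3,000 HUVEC/well; measured by: immunofluorescence imaging; read-out: % PE-positive cells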
CASP6 VEID inh: caspase-6 (human) enzyme inhibition; AID 686996; inhibition, % at 12.5 µM; 350,000 compounds, 0.53% hits; purified caspase-6, Z-VEID-R110 cleavage fluorescence;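 active = mean inhibition across replicates at least about 35%, with every replicate also reaching that limit, limit read from the data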;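 also: 0% = median of neutral control wells and 100% = no fluorescence left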
Target sequence (P55212 24-179 limits assumed): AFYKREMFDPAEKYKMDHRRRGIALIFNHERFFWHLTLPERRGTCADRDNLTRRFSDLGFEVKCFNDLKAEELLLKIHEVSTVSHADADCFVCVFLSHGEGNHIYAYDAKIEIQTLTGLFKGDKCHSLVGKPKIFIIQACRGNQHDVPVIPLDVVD
Target sequence (P55212 194-293 limits assumed): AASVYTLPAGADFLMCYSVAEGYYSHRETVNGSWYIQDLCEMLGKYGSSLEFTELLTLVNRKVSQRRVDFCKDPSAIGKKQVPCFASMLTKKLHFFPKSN
ARNT TACC3 PPI: ARNT/TACC3 interaction disruption | AlphaScreen His-ARNT PAS-B/GST-TACC3 binding, luminescence; TACC3 fragment carries E629A point mutation | inhibition, % at 9.99 µM | 390,000 compounds, 0.66% hits | AID 623870;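 active = mean inhibition of replicates at least 50% and at least half of replicates each reaching 50%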;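 also: 0% = complete ARNT plus TACC3 wells and 100% = ARNT alone without TACC3; many hits fall short of the cut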
PglD DTNB: inhibitors of Campylobacter jejuni PglD acetyltransferase; 360,000 compounds, 0.098% hits; inhibition, % at 12.5 µM; purified PglD enzyme, DTNB colorimetric CoA detection; in the data active = inhibition above about 16%, passing the limit was not always enough; also: strong numbers were not always called active
RAD52 inh: inhibitors of human RAD52 DNA annealing | recombinant RAD52 DNA annealing, FRET fluorescence | inhibition, % at 18.7 µM | 360,000 compounds, 0.46% hits | AID 651710;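 active = every replicate showing at least 50% inhibition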
RAD54 branch: blocks human RAD54 Holliday junction branch migration. FAM/BHQ fluorescence. inhibition, % at 10.4 µM. 360,000 compounds, 0.14% hits;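 active = mean normalized replicate activity at least 40 and at least half of replicates scoring 40 or more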;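 also: 0% = median of neutral control wells and 100% = median of positive control wells; inhibitors cause a drop in the FAM fluorescence signal; in these data hits start at about 50%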
Target sequence (Q92698 whole entry, looked up): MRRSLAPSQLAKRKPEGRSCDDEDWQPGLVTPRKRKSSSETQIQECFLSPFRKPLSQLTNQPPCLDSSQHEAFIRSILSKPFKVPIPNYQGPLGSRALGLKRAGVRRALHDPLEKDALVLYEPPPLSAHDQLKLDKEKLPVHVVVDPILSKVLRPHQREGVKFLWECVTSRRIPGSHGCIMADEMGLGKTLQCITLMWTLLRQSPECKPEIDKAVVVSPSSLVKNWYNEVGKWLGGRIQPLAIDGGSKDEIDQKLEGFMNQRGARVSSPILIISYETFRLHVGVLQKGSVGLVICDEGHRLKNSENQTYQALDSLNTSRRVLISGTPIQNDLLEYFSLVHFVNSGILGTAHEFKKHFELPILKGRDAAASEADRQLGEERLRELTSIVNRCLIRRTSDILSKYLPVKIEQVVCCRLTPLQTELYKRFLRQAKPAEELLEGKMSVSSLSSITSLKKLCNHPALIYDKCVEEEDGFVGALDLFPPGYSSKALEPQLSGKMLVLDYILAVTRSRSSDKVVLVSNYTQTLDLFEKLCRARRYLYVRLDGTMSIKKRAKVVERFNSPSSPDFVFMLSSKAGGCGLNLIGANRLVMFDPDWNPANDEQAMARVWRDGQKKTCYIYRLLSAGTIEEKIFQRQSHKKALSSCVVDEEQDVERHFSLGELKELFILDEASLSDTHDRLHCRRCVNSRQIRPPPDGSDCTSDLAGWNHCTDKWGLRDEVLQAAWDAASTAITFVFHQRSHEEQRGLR
esBAF inh: SWI/SNF esBAF complex inhibition | AID 602393 | reporter increase, % at 12.5 µM | 350,000 compounds, 2% hits | mouse ES cells, Bmi1-luciferase knock-in reporter, 24 h; 100% = twice the neutral-well signal; in the data active = activation above about 40%;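 also: 0% = median of the plate's neutral control wells and 100% = double that signal; a rise in the Bmi1 reporter signal indicates esBAF inhibition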
* hit, by the source's call; x = no result given; & = joins results of further samples.

SMILES	ERp5 inh	E-sel inducer	CASP6 VEID inh	ARNT TACC3 PPI	PglD DTNB	RAD52 inh	RAD54 branch	esBAF inh
O=S(=O)(c1ccc(F)cc1)N1CCCCN2[C@H](CO)[C@H](c3ccc(C#CC4CC4)cc3)[C@H]2C1	-3	-0.6	0	16	-1	-22	-8	1
COc1cc2cc(CCCOC(=O)c3ccc(C#N)cc3)oc(=O)c2cc1OC	-6	-0.1	-1	-8	1	9	5	-6
O=C(CSc1nnc(N2CCOCC2)n1-c1cccc(F)c1)N1CCN(c2ccccn2)CC1	-2	x	0	-3	-7	0	-3	4
Cn1c2ccccc2c2nnc(N/N=C/c3ccc(O)cc3)nc21	1	0.8	2	x	3	10	1	-10
Cc1ccsc1CN(C)Cc1nc(C2CC2)no1	6	513*	1	x	x	-10	x	x
CC1CN(CCOc2ccc(Cl)cc2Cl)CC(C)O1 (stereo unspecified)	-11	x	-2	1	4	-7	-10	-3
CC(C)Nc1ccc(C(CC(N)=O)NC(=O)c2ccccc2)cc1[N+](=O)[O-] (stereo unspecified)	2	0.0	-5	-20	-6	-12	9	-3
CN(C)CCCn1cnc2c1c(=O)[nH]c(=O)n2Cc1ccccc1	2	0.0	-11	0	-1	-10	-1	-5
O=C(NC1CCCC1)C(C1CC1)n1c(-c2ccnc3ccccc23)nc2ccccc21 (stereo unspecified)	0	0.0	2	x	x	-8	x	x
O=C1CCCN1CN(C(=O)c1ccc2c(c1)OCO2)c1cccc(Cl)c1	-3	x	0	2	2	2	-11	-6

Profiles from above:
Entry for `Cc1ccsc1CN(C)Cc1nc(C2CC2)no1` → ERp5 inh: 6; E-sel inducer: 513*; CASP6 VEID inh: 1; ARNT TACC3 PPI: x; PglD DTNB: x; RAD52 inh: -10; RAD54 branch: x; esBAF inh: x
Entry for `COc1cc2cc(CCCOC(=O)c3ccc(C#N)cc3)oc(=O)c2cc1OC` → ERp5 inh: -6; E-sel inducer: -0.1; CASP6 VEID inh: -1; ARNT TACC3 PPI: -8; PglD DTNB: 1; RAD52 inh: 9; RAD54 branch: 5; esBAF inh: -6

Next section.
SMILES	ERp5 inh	E-sel inducer	CASP6 VEID inh	ARNT TACC3 PPI	PglD DTNB	RAD52 inh	RAD54 branch	esBAF inh
CCCCN1C2=NCCCN2c2ccccc21	x	x	x	-1	1	x	4	-15
Cc1ccccc1NC(=O)CSC1=NCCN1	2	-1.2	-8	-6	x	1	x	x
Cc1ccc(N2CC(C(=O)N3CCC(C(=O)Nc4nnc(C(C)C)s4)CC3)CC2=O)cc1 (stereo unspecified)	-9	x	-1	-3	-1	-5	20	-6
CCc1noc(C)c1C(=O)OCC(=O)NCCc1ccc(OC)cc1	2	x	3	-3	1	-3	0	0
O=S(=O)(N(Cc1ccccc1)[C@H](CO)Cc1ccccc1)N(Cc1ccccc1)[C@H](CO)Cc1ccccc1	1	0.1	-1	-10	-6	-5	2	8
CN(C)C(=O)c1cccc(-c2ccc([C@H]3[C@@H](CO)N(C(=O)C4CCCC4)[C@H]3C#N)cc2)c1	2	-0.1	3	x	x	-47	x	x
CC(C)NC(=O)Nc1ccc2c(c1)C(=O)N([C@H](C)CO)C[C@H](C)[C@H](CN(C)C(=O)Nc1ccccc1)OCCCC[C@H](C)O2	2	x	2	-7	1	6	8	x
O=[N+]([O-])c1cccc(CN(CCO)Cc2ccccc2)c1	x	x	x	-7	0	x	-17	-5
Cc1ccccc1-c1ccc(C2[C@@H]3CN(C(=O)C4CCCC4)C[C@H]2N3)cc1 (stereo partly specified)	-10&2	-0.1&0.3	0&1	x	x	-16&33	x	x
COCC(=O)N1CC2(CN(C(=O)c3ccccn3)C2)c2c(n(C)c3cc(OC)ccc23)[C@@H]1CO	3	-0.3	3	x	x	1	x	x
N#C[C@@H]1[C@H](c2ccc(-c3cncnc3)cc2)[C@H](CO)N1C(=O)C1CCC1	11	-0.3	-7	-18	-3	-62	-7	-2
Cc1c(C)c2ccc(OS(C)(=O)=O)cc2oc1=O	6	-0.1	1	-5	x	-6	x	x
CC(NC(=O)Cc1ccccc1)c1cc2c(cc1Br)OCCCO2 (stereo unspecified)	4	-0.2	0	0	x	-5	x	x
CN(CC(=O)Nc1cccc(F)c1)CC(=O)Nc1cccc(S(=O)(=O)N(C)c2ccccc2)c1	2	x	0	x	8	-6	2	8
COc1ccc(CN(C)C[C@H]2Oc3ccc(NC(=O)C4CC4)cc3C(=O)N([C@@H](C)CO)C[C@@H]2C)cc1	9	0.1	0	0	1	-18	-5	-1
NC(=O)c1c(NC(=O)CN2CCN(S(=O)(=O)c3ccccc3)CC2)sc2c1CCC2	4	-2.3	5	-2	0	-29	-5	8
CC(=O)N(c1nc(CCl)cs1)c1ccc(C)cc1C	6	x	4	0	x	-3	x	x
CO[C@@H]1CN(C)C(=O)c2cc(NC(=O)C3CCOCC3)ccc2OC[C@@H](C)N(C(=O)Nc2ccc(C(F)(F)F)cc2)C[C@H]1C	4	0.0	3	-6	-3	-8	-4	3
COc1ccc(NC(=O)N(C)C[C@@H]2Oc3c(NC(=O)NC4CCCCC4)cccc3C(=O)N([C@H](C)CO)C[C@H]2C)cc1	0	-0.2	-3	3	10	8	-8	-1
CC[C@@H]1Cc2[nH][nH]c(=O)c2[C@H](CC(C)C)O1	3	0.2	1	x	x	-10	x	x
Cc1noc(C)c1NC(=O)Nc1ccc2c(c1)CC(=O)N([C@@H](C)CO)C[C@@H](C)[C@H](CN(C)S(C)(=O)=O)O2	-4	-8.5	0	x	x	-9	x	x
Cc1c(C(=O)N2CCC(C(N)=O)CC2)sc(N)c1C#N	-11	x	0	-2	-6	-8	2	4
COc1ccccc1CNC(=O)C[C@@H]1CC[C@H](NC(C)=O)[C@@H](CO)O1	5	-0.2	1	-2	0	12	-4	-3
Cc1ccc(S(=O)(=O)Nc2ccc3c(c2)C(=O)N([C@@H](C)CO)C[C@H](C)[C@H](CN(C)C(=O)Nc2cccc4ccccc24)O3)cc1	0	-0.1	6	-1	2	-8	-2	8
O=C(O)Cc1csc(NC(=O)CSc2nnnn2-c2ccc(O)cc2)n1	-1	3.2	1	9	x	-10	x	x
CC1N(O)C(C)(C)C(c2ccccc2)=[N+]1[O-] (stereo unspecified)	x	x	x	5	-2	x	-2	-4
N=c1c(C(=O)NCCN2CCOCC2)cc2c(=O)n3ccccc3nc2n1CCc1ccccc1	-10	0.3	-6	4	-8	57*	63*	-2
O=C(Nc1ccc(Cl)cc1C(=O)NCCN1CCOCC1)c1ccc(Cl)cc1Cl	x	x	x	6	2	x	8	3
O=C(Nc1cccc(Cl)c1)N1C[C@H]2[C@@H](c3ccccc31)[C@@H](CO)N2C(=O)c1ccncc1	-5	-0.2	2	5	0	-9	-6	4
CCOC(=O)CCc1c(C)c2c(C)nn(-c3ccccc3)c2[nH]c1=O	2	0.1	-2	3	2	-6	15	0
COCCNC(=O)COc1ccc(Br)cc1Cl	x	x	x	-1	0	x	-4	26
Cc1ccc(S(=O)(=O)N(c2nc(N(C)C)nc(N(C)C)n2)n2cnnc2)cc1	-7	x	-1	-83	0	-11	-14	-3
CCC(C)NC(=O)c1ccc2nc(-c3ccc(OC)c(OC)c3)c(-c3ccc(OC)c(OC)c3)nc2c1 (stereo unspecified)	2	1.8	6	-25	0	-7	6	7
Cc1ccc(NC(=O)CSCC(=O)NCCc2ccccn2)c(C)c1	7	x	-2	-1	x	-10	x	x
CCC(=O)Nc1ccc2c(c1)OC[C@H](C)NC[C@H](C)[C@H](OC)CN(C)C2=O	-4	-0.1	-7	-9	-1	-7	-2	3
CCC(C)(C)NC(=O)C(c1ccc(OC)cc1)N(C(=O)CCC(=O)Nc1cc(C)on1)c1ccc2c(c1)OCO2 (stereo unspecified)	0	x	-4	5	9	-14	2	-7
C=CCN(C(=O)c1csnn1)C(C(=O)NC1CCCCC1)c1ccc(F)cc1 (stereo unspecified)	-1	2.2	-5	-8	4	-18	7	-2
CC(NC(=O)c1ccc(F)cc1)C1CC2CCC1C2 (stereo unspecified)	-8	x	3	-6	-3	-10	3	6
CCN(Cc1ccccc1)C(=O)c1cc(S(=O)(=O)N2CCOCC2)ccc1N1CCCC1	-2	-0.7	-1	-35	-3	-14	5	1
CCCCOCCCNC(=O)C[C@@H]1C[C@@]2(C(=O)OCC)CCC=C2N(Cc2ccc(Cl)cc2Cl)C1=O	3	0.8	2	x	x	-8	x	x
COc1ccc(S(=O)(=O)N(C)C[C@H]2Oc3ccc(NS(C)(=O)=O)cc3C(=O)N([C@H](C)CO)C[C@H]2C)cc1	10	-4.6	2	-2	0	-15	-3	1
CCCOc1ccc(C2C(C(=O)OC)=CN(CCOC)C=C2C(=O)OC)cc1	x	x	x	-22	0	x	-3	-10
COc1cc(NC(=O)c2cc(-n3cnnc3)ccc2Cl)cc(OC)c1	x	x	x	0	-5	x	3	4
COc1ccccc1NC(=O)Cc1nnc(SCC(=O)c2ccc(F)cc2)n1C	10	x	1	6	-3	-2	1	-1
C[C@H](NC(=O)c1nc[nH]c1C(=O)N[C@@H](CCCCNC(=O)OC(C)(C)C)C(=O)OC(C)(C)C)C(=O)OC(C)(C)C	0	0.1	0	11	1	-17	0	2
O=C(NCc1ccccc1)C(c1cccnc1)N(C(=O)c1ccccn1)c1cccc(F)c1 (stereo unspecified)	-2	x	-4	33	-6	-8	0	4
FC(F)(F)c1cccc(NCc2n[nH]c(=S)n2C2CCCCC2)c1	-5	0.0	2	2	x	-22	x	x
O=C(NCc1cccc(C(F)(F)F)c1)c1ccc2nc([C@H]3C[C@H](O)[C@@H](CO)O3)[nH]c2c1	2	0.3	-1	x	1	0	4	0
COCC(=O)Nc1ccc2c(c1)C(=O)N(C)C[C@@H](OC)[C@H](C)CN(C)[C@H](C)CO2	-5	-0.1	1	1	2	-1	-13	-8
O=C(c1ccccc1)N1CC(=O)N2[C@H](CO)[C@H](c3ccc(C#CC4CC4)cc3)[C@@H]2C1	-4	0.0	-2	x	x	-1	x	x

Sorted by the number under ERp5 inh (descending): 4 from the list above
smiles	ERp5 inh	CASP6 VEID inh	ARNT TACC3 PPI	PglD DTNB	RAD52 inh	esBAF inh
COc1ccccc1NC(=O)Cc1nnc(SCC(=O)c2ccc(F)cc2)n1C	10	1	6	-3	-2	-1
C[C@H](NC(=O)c1nc[nH]c1C(=O)N[C@@H](CCCCNC(=O)OC(C)(C)C)C(=O)OC(C)(C)C)C(=O)OC(C)(C)C	0	0	11	1	-17	2
O=C(c1ccccc1)N1CC(=O)N2[C@H](CO)[C@H](c3ccc(C#CC4CC4)cc3)[C@@H]2C1	-4	-2	x	x	-1	x
FC(F)(F)c1cccc(NCc2n[nH]c(=S)n2C2CCCCC2)c1	-5	2	2	x	-22	x

Going on with the list:
SMILES	ERp5 inh	E-sel inducer	CASP6 VEID inh	ARNT TACC3 PPI	PglD DTNB	RAD52 inh	RAD54 branch	esBAF inh
CCOC(=O)C1(CCc2ccccc2)CCN(C(=O)[C@@H]2C[C@@H](C)NC(=S)N2)CC1	-4	x	-9	-9	1	9	10	3
O=C1CCC(=O)N1OCCOc1ccc2c(c1)CCC2	x	x	x	-2	-4	x	7	18
C[C@H]1CN([C@@H](C)CO)S(=O)(=O)c2ccc(C3=CCCC3)cc2O[C@H]1CN(C)C(=O)C1CCOCC1	1	0.5	0	-1	2	-10	2	6
CO[C@@H]1CN(C)C(=O)c2ccc(NC(=O)Nc3ccccc3)cc2OC[C@H](C)N(C(=O)CN(C)C)C[C@@H]1C	1	-0.1	x	11	2	-6	3	1
O=C(O)CCC(=O)Nc1cccc(C(=O)Nc2ccc(Br)cc2)c1	5	x	-2	-2	-4	-15	1	17
CCC(=O)N1c2ccc(S(=O)(=O)N3CCCC3)cc2CC1C (stereo unspecified)	14	-0.4	-2	-4	2	-4	3	-6
CCC(C)N(C(=O)COc1ccc(Cl)c2cccnc12)C1CCS(=O)(=O)C1 (stereo unspecified)	-3	-0.6	6	9	-2	-4	-4	-1
C[C@@H]1CN([C@@H](C)CO)C(=O)Cc2cc(NC(=O)CCCCCC(=O)Nc3ccccc3N)ccc2O[C@@H]1CN(C)C(=O)Nc1ccc(C(F)(F)F)cc1	x	x	x	13	-2	x	-6	3

The order is random; overall some 3.2% were active at least once.
